NFkB transloc pot – enhances IL-1B driven NFkB nuclear translocation. HUVEC IL-1B NFkB p65 nuclear translocation imaging. AID 819. 0.3% of 94,000 active. activation, % at 2 µM;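 active means activation above 40%, about the mean plus 3 SD, also judged a hit on visual image review; inconclusive means activation above 40% but not a hit on visual review; inactive means activation not above 40% and no visual hit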;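 further: percent activation is computed from the nuclear over cytoplasmic p65 intensity ratio; values of inactives mirror those of a sister screen read the other way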
NFkB transloc inh – blocks IL-1B driven NFkB nuclear translocation in HUVEC cells; inhibition, % at 2 µM; 0.43% of 94,000 active; AID 796; HUVEC IL-1B NFkB p65 nuclear translocation imaging;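 active means inhibition above about 30% together with a positive call from visual inspection of the well image, limit read from the data; inconclusive means inhibition above a set limit but visual check negative; inactive means inhibition not above a set limit, visual check negative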;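 further: nuclear over cytoplasmic p65 intensity ratio measured by imaging; 0% = IL-1B stimulated DMSO wells and 100% = unstimulated DMSO wells; values of inactives mirror those of a sister screen read the other way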
PLAP inhibitors HTS – PLAP enzyme inhibitors, biochemical, luminescence, HTS (AID 690); purified PLAP, luminescent substrate; higher % means a stronger effect; inhibition, % at 20 µM; hits with a dose series show IC50 in µM; 0.08% of 96,000 active; in the data active means a potency from the dose series; inactive means the rest, 99 in 100 with inhibition below about 30%; further: strong numbers were not always called active
MRP resist rev – compounds reversing MRP-mediated drug resistance; H69AR cells + 2 uM doxorubicin, CellTiter-Glo, 72 h; differential viability (reversal), % at 10 µM; AID 602; 0.04% of 85,000 active;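 active means viability drop by adding the cancer drug above about 55%, with treated viability meeting a 40% cutoff, limit read from the data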;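 further: viability without doxorubicin minus viability with 2 µM doxorubicin for each compound; larger differential means the compound sensitizes cells more to doxorubicin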
Bcl-B TR3 displacers – displacers of TR3 peptide from Bcl-B, primary screen, selectivity assay for Bfl-1 inhibitor project, biochemical, fluorescence polarization; FP displacement of FITC-TR3 peptide from Bcl-B; higher % means a stronger effect; displacement, % at 20 µM, or IC50 in µM where a hit was titrated; 0.11% of 96,000 active;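 active means displacement above 50% at 20 µM plus a fluorescence interference ratio under 1.5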;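 further: plate controls were wells without compound for no effect and wells lacking Bcl-B protein for full effect; a part of the inactive calls stands beside numbers as strong as those of hits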
MRP resist rev cytotoxicity – second read-out of MRP resist rev, no call of its own (marks repeat the call); viability, %; H69AR cells, CellTiter-Glo, 72 h; measured here: cytotoxicity without doxorubicin
MRP resist rev with doxorubicin – further read-out of MRP resist rev, marked with its call; viability, %; measured here: viability with 2 uM doxorubicin; active compounds read low
NFkB transloc inh cell count 2 µM – also measured in NFkB transloc inh; calls as there; cell count; measured here: cells passing quality filter;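 raw number of nuclei counted in each imaged well without normalization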
NFkB transloc pot cell count 2 µM – further read-out of NFkB transloc pot, marked with its call; cell count; measured here: cells passing quality filter
An asterisk follows results filed as active; ? = inconclusive; / = no result given. The list is partial; the hit share may differ from the screen's.

SMILES	NFkB transloc pot	NFkB transloc pot cell count 2 µM	NFkB transloc inh	NFkB transloc inh cell count 2 µM	PLAP inhibitors HTS	MRP resist rev	MRP resist rev cytotoxicity	MRP resist rev with doxorubicin	Bcl-B TR3 displacers
O=C(Nc1ccc2c(c1)OCO2)c1ccc[n+]([O-])c1	2	167	-2	167	7%	0	100	100	7%
Cc1ccc(N(C(=O)C2CCCO2)C2C=CS(=O)(=O)C2)cc1Cl (stereo unspecified)	/	/	/	/	-22%	6	92	86	-2%
CCn1c(SCC(=O)Nc2ccc3c(c2)c2ccccc2n3CC)nnc1-c1cnccn1	/	/	/	/	-64%	14	18	4	-3%
CCCCn1c(CN2CCN(c3ccccc3)CC2)nc2c1c(=O)n(C)c(=O)n2C	4	67	-4	67	-49%	-5	72	77	5%
CCOC(=O)c1c(NC(=O)Nc2cccc(Cl)c2)sc(C)c1C	5	171	-5	171	28%	-4	94	98	-3%
COc1ccc(NCc2nnc(SCC(=O)Nc3cccc(C)c3)o2)cc1	-14	111	14	111	-26%	12	101	89	7%
Cc1[nH]nc2oc(=O)c(CCO)c(C)c12	22	178	-22	178	15%	/	/	/	-2%
Cc1ccc(NC(=O)Cn2c(CCC(=O)O)ccc2-c2cccs2)cc1	15	190	-15	190	-38%	0	98	99	9%
CCOC(=O)NC1(C(F)(F)F)N=C(c2ccccc2)NC1=O (stereo unspecified)	-8	103	8	103	-16%	-8	92	100	-9%
CCn1c(Cc2ccc(OC)cc2)nnc1SCC(=O)Nc1nc2ccccc2s1	25	140	-25	140	-3%	-17	47	64	-4%
COc1ccc(CCNC(=O)CN2CCCc3ccccc32)cc1OC	15	129	-15	129	-9%	11	84	73	-7%
CC1CN(C(=O)Cc2ccc(-c3ccccc3)cc2)CC(C)O1 (stereo unspecified)	33	150	-33	150	-57%	-11	82	93	-8%
Cc1ccccc1Cn1nc(C)c(NC(=O)c2noc3c2CC(C(C)(C)C)CC3)c1C (stereo unspecified)	18	120	-18	120	-26%	-7	102	109	-12%
O=C1C2C3C=CC(C3)C2C(=O)N1c1cccnc1 (stereo unspecified)	-3	170	4	170	16%	0	92	93	-6%
O=C(Cc1ccccc1)NC(=S)Nc1cccc(C(F)(F)F)c1	-13	184	13	184	11%	/	/	/	-2%
COc1cnc(SCC(=O)O)[nH]c1=O	-4	157	4	157	11%	/	/	/	4%
O=C(CCc1ccccc1)c1ccc2c(c1)OCCCO2	4	106	-4	106	-1%	15	89	74	-9%
CCCCc1cc(=O)oc2cc(OCC(=O)N(CC)CC)c(Cl)cc12	/	/	/	/	-37%	1	76	76	0%
Cc1ccc(C(C)C)cc1OCCOCCN1CCCC1	21	184	-21	184	8%	9	86	77	8%
O=C(NCCO)c1ccc2[nH]c3ccccc3c2c1	7	141	-7	141	6%	/	/	/	6%
Cc1cc(=O)n2nc(-c3ccccc3)sc2n1	-1	146	1	146	4%	8	101	93	0%
Cc1c2c(nc3c(C(=O)NC4CC4)cnn13)CCCC2	11	128	-11	128	-4%	/	/	/	10%
Cc1cc(OCCN2CCCC2)ccc1C(C)C	18	154	-18	154	/	13	88	76	/
CCc1ccc(N2CC(C(=O)Nc3ccc(C)c(S(=O)(=O)N4CCOCC4)c3)CC2=O)cc1 (stereo unspecified)	23	147	-23	147	-100%	/	/	/	-36%
CC(NC(=O)Cn1cnc([N+](=O)[O-])n1)c1ccccc1 (stereo unspecified)	7	103	-7	103	4%	/	/	/	-3%

An excerpt from above, showing only NFkB transloc pot cell count 2 µM and NFkB transloc inh.
Compound | NFkB transloc pot cell count 2 µM | NFkB transloc inh
O=C(Nc1ccc2c(c1)OCO2)c1ccc[n+]([O-])c1 | 167 | -2
CCOC(=O)NC1(C(F)(F)F)N=C(c2ccccc2)NC1=O (stereo unspecified) | 103 | 8
Cc1ccccc1Cn1nc(C)c(NC(=O)c2noc3c2CC(C(C)(C)C)CC3)c1C (stereo unspecified) | 120 | -18

Additional compounds.
SMILES	NFkB transloc pot	NFkB transloc pot cell count 2 µM	NFkB transloc inh	NFkB transloc inh cell count 2 µM	PLAP inhibitors HTS	MRP resist rev	MRP resist rev cytotoxicity	MRP resist rev with doxorubicin	Bcl-B TR3 displacers
CC(=O)c1ccccc1OCC(O)CN1CCN(C(c2ccccc2)c2ccccc2)CC1 (stereo unspecified)	11	147	-11	147	-87%	-38	10	48	-7%
Cc1ccc(Nc2nc(N)nc(CN3CCN(c4ccccc4)CC3)n2)cc1Cl	10	151	-10	151	-60%	-5	44	49	-2%
O=C(NC1CCCCC1)C(c1ccncc1)N(CC1CCCO1)C(=O)C(F)(F)F (stereo unspecified)	-7	73	7	73	-24%	-3	86	89	-12%
O=S(=O)(NCc1ccncc1)c1ccc(S(=O)(=O)NCC2CCCO2)cc1 (stereo unspecified)	4	160	-4	160	15%	16	91	76	-2%
COCCCNC(=O)CN(c1cccc(Cl)c1C)S(C)(=O)=O	1	146	-1	146	/	/	/	/	/
Cc1ccc2nc(NCC(=O)O)nc(-c3ccccc3)c2c1	1	134	-1	134	-6%	/	/	/	-5%
Cc1nnc(NC(=O)CN2C(=O)c3ccccc3S2(=O)=O)s1	16	76	-16	76	-114%	-8	92	100	1%
CCn1c(=O)c(=O)[nH]c2cc(C(=O)Nc3ccc(S(=O)(=O)N4CCCC4)cc3)ccc21	?	/	-51	147	-35%	16	90	75	6%
CCOC(=O)c1cc(-c2ccc(C)cc2)n(CC(=O)NCc2ccco2)c1C	0	212	0	212	6%	3	70	68	-8%
CCCCCn1c(SCCOCC)nc2c1c(=O)[nH]c(=O)n2C	6	52	-6	52	-7%	-13	69	82	7%
CC(C)C1NC(=S)N(Cc2ccccc2)C1=O (stereo unspecified)	?	/	-61	168	-2%	/	/	/	-9%
COc1cccc(-c2cc(C(=O)Nc3c(C)nn(Cc4ccccc4)c3C)no2)c1	11	170	-11	170	7%	12	91	79	-8%
O=C(Nc1nnc(SCc2ccc(F)cc2)s1)C1Cc2ccccc2CN1C(=O)c1ccco1 (stereo unspecified)	5	135	-5	135	-16%	0	99	99	-5%
O=C(CN(C(=O)c1ccccc1Cl)C1CCCCC1)Nc1ccc(Cl)c([N+](=O)[O-])c1	-12	108	12	108	-6%	/	/	/	0%
O=C(CCC1CC(=O)Nc2ccccc21)NCc1ccc(F)cc1 (stereo unspecified)	8	137	-8	137	8%	9	95	86	-5%
CCOC(=O)CNC(=O)CN1CCCN(S(=O)(=O)c2ccc(Br)s2)CC1	14	183	-14	183	-17%	-3	90	93	6%
COc1cccc(-c2nnc(-c3ccc(C(F)(F)F)cc3)o2)c1OC	1	120	-1	120	/	-5	89	94	/
O=S(=O)(c1ccc2nc(COc3ccccc3)[nH]c2c1)N1CCOCC1	/	/	/	/	-99%	-14	79	93	1%
Cc1ccccc1CN1CCN(CC(=O)NCc2ccc3c(c2)OCO3)C1=O	-12	109	12	109	-6%	7	100	93	0%
CCc1nnc(NC(=O)CSc2nc3ccccc3o2)s1	0	166	0	166	15%	/	/	/	-8%
c1cc(-c2nnc3n2CCC3)[nH]n1	31	142	-31	142	-1%	0	95	95	2%
Cc1ccc(S(=O)(=O)N2CCCCC2)cc1C(=O)c1nccn1C	10	108	-10	108	9%	15	103	88	-7%
COc1ccc(NC(=O)C2CCCN(S(=O)(=O)c3cccc4nonc34)C2)cc1 (stereo unspecified)	-13	189	13	189	10%	3	102	99	2%
CCOC(=O)COn1c(=O)c(C)[n+]([O-])c2ccccc21	2	154	-2	154	1%	8	103	96	15%
CC1CCCCN1Cc1ccc(-c2nnn(CC(=O)NC3CCCCC3)n2)cc1 (stereo unspecified)	3	77	-3	77	/	0	100	100	/

Sorted by count of non-hydrogen atoms (falling): 3 of the compounds above.
SMILES	NFkB transloc pot	NFkB transloc pot cell count 2 µM	NFkB transloc inh	NFkB transloc inh cell count 2 µM	PLAP inhibitors HTS	MRP resist rev	MRP resist rev cytotoxicity	MRP resist rev with doxorubicin	Bcl-B TR3 displacers
CC1CCCCN1Cc1ccc(-c2nnn(CC(=O)NC3CCCCC3)n2)cc1 (stereo unspecified)	3	77	-3	77	/	0	100	100	/
CCOC(=O)CNC(=O)CN1CCCN(S(=O)(=O)c2ccc(Br)s2)CC1	14	183	-14	183	-17%	-3	90	93	6%
Cc1ccc2nc(NCC(=O)O)nc(-c3ccccc3)c2c1	1	134	-1	134	-6%	/	/	/	-5%

Looked up above:
MRP resist rev with doxorubicin result of O=C(Nc1nnc(SCc2ccc(F)cc2)s1)C1Cc2ccccc2CN1C(=O)c1ccco1 (stereo unspecified) = 99
MRP resist rev cytotoxicity result of Cc1ccc(Nc2nc(N)nc(CN3CCN(c4ccccc4)CC3)n2)cc1Cl = 44

The listing continues:
SMILES	NFkB transloc pot	NFkB transloc pot cell count 2 µM	NFkB transloc inh	NFkB transloc inh cell count 2 µM	PLAP inhibitors HTS	MRP resist rev	MRP resist rev cytotoxicity	MRP resist rev with doxorubicin	Bcl-B TR3 displacers
CCc1ccccc1N(CC(=O)O)S(C)(=O)=O	6	102	-6	102	-15%	-4	90	94	-1%
Cc1ccc2[nH]c3c(c2c1)CN(C(=O)CN1CCCc2ccccc21)CC3	/	/	/	/	-56%	-23	72	95	10%
COc1ccc(S(=O)(=O)N(CC(=O)NC(C)C)Cc2ccccc2)cc1	0	140	0	140	-8%	11	100	89	-2%
Brc1ccc(-c2nc(-c3cccnc3)no2)o1	-6	165	6	165	4%	1	101	100	-28%
CCCC1(C(=O)OC)NC(c2ccco2)C2C(=O)N(c3ccc(C)cc3)C(=O)C21 (stereo unspecified)	1	165	-1	165	-1%	24	96	71	4%
CCOC(=O)c1ccc(N(C(=O)c2cnccn2)C(C(=O)NC2CCCCC2)c2cn(C)nc2C)cc1 (stereo unspecified)	7	70	-8	70	-30%	/	/	/	-10%
Cc1ccc(N2C(=O)N(CC(=O)N3CCCc4ccccc43)C(=O)C2C)cc1 (stereo unspecified)	-1	176	1	176	-4%	-4	61	65	0%
CCC(=O)n1nc(-c2ccco2)nc1SCc1ccccc1	15	144	-15	144	-26%	1	93	92	22%
CC(NC(=O)NCCCn1ccnc1)(C(F)(F)F)C(F)(F)F	-19	132	19	132	17%	13	103	91	-11%
CC(C)(C)n1nnnc1CN1CCN(C2CCCC2)CC1	5	123	-5	123	-5%	/	/	/	-5%
Cc1ccc(C(=O)Nc2cc(=O)n(C)c(=O)n2C)cc1C	-1	71	1	71	-2%	22	113	92	-2%
Cn1c(C(=O)N2CCN(Cc3ccc4c(c3)OCO4)CC2)cc2c(=O)n(C)c3ccccc3c21	9	194	-9	194	-57%	-5	38	42	18%
CN(C)c1ccnc(NCc2ccccc2)c1C#N	14	165	-14	165	11%	/	/	/	7%
O=[N+]([O-])c1ccc(Cl)c(/C=N/NC(=S)Nc2ccccc2)c1	-4	177	4	177	0%	/	/	/	-4%
COC(=O)Nc1sc2c(c1C(=O)NCc1ccco1)CCCC2	-3	133	4	133	-21%	8	78	71	1%
CCCCN(CC)CCCNC(=O)Cn1nc(Cc2ccncc2)c2ccccc2c1=O	/	/	/	/	-34%	6	96	90	-4%
Cc1ccc2nsnc2c1S(=O)(=O)NCCc1c(C)[nH]c2ccc(F)cc12	11	61	-11	61	36%	11	90	80	2%
CCOC(=O)c1ccc(NC(=O)Cn2nnc(-c3ccc(C)cc3)n2)cc1	-15	88	15	88	-7%	-4	92	96	12%
Cc1oc(-c2ccc(Cl)cc2)nc1CN1CCCC(C(=O)NCCCN2CCOCC2)C1 (stereo unspecified)	-9	92	9	92	-37%	17	85	68	-6%
Cc1nc(Nc2nc3ccccc3o2)nc2c1CCC2	8	199	-8	199	-166%	-8	74	82	6%
COC(=O)c1ccccc1N=C(SC)N(C)C	8	76	-8	76	-6%	6	95	88	6%
Cc1ccc2c(c1)/C(=N/OC(=O)c1ccc(F)cc1)CCS2	2	94	-2	94	15%	/	/	/	8%
COc1ccc(C(=O)CSc2n[nH]c(-c3ccco3)n2)cc1	/	/	/	/	0%	11	97	86	-5%
N#Cc1c(C(F)(F)F)cc(-c2ccccc2)nc1SCC(=O)N1CCOCC1	-1	114	1	114	-13%	/	/	/	5%
CC(Oc1ccc(-c2ccccc2)cc1)C(=O)N1CCOCC1 (stereo unspecified)	-5	125	6	125	-20%	18	101	83	3%
